From PubChem BioAssay
Glioma ERSR ind = ER stress response induction in glioma | U87-MG GRP78 promoter luciferase reporter, 16 h | Potency, µM, without a hit: at the top dose activation, usual class: activators | 420,000 tested, 0.02% active; further: potency means the concentration at half of the fitted maximal effect; series mostly up to about 76 µM; % of control where 0% means no effect; nearly all actives have a fitted effect of over 35% in size
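Stably transfected U87-MG glioma cells carrying a GRP78-based luciferase sensor; 16 h compound incubation. Luminescence end-point read 10 min after Bright-Glo addition at room temperature.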
Vif-A3G inh = Vif-A3G binding inhibition. Q9HC16. HeLa A3G-eYFP + Vif (tagged APOBEC3G with the HIV-1 protein that degrades it), YFP fluorescence, overnight. Potency, µM (titrated, usually from 46.1 µM), for inactives: top-dose activity, negative = active, usual class: inhibitors. 410,000 tested, 0.076% active;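 further: potency means the concentration at half of the fitted maximal effect; on the % scale 0 is the no-effect control and ±100 the full control effect; nearly all actives have a fitted effect of over 60% in size; hits raise eYFP signal because A3G escapes Vif-driven loss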
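Read-out is eYFP fluorescence (Ex 488/Em 500-530) from Vif-expressing HeLa A3G-eYFP cells; more signal means A3G escaped Vif-mediated degradation. Cells plated overnight, compound pinned in, incubated overnight at 37 deg C.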
RGS4 inh = inhibitors of human regulator of G protein signaling 4; 390,000 tested, 0.039% active; Transcreener GDP fluorescence polarization, RGS4-accelerated GTP hydrolysis; Potency, µM (top dose mostly 114 µM), without a hit: at the top dose activity change, negative = inhibition, actives largely listed as inhibitors; further: potency means the concentration at half of the fitted maximal effect; on the % scale 0 is the no-effect control and ±100 the full control effect; nearly all actives have a fitted effect of over 75% in size; some results filed as inactive show a strong effect at the top dose
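MLSMR compounds (23 nl, pin-transferred) preincubated 10 min at room temperature with a 500nM (2x) first reagent, then RGS4 at 900nM (2x) plus Transcreener GDP mix added; fluorescence polarization (620/688 nm) read before and after 90 min at 30 °C.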
IDH1 R132H inh = inhibitors of human mutant IDH1 R132H | O75874 | IDH1-R132H enzyme, NADPH consumption, diaphorase/resazurin fluorescence | Potency, µM (doses to about 76.6 µM), without a hit: at the highest dose activity change, negative = inhibition, actives largely listed as inhibitors | 390,000 tested, 0.093% active | AID 602179; further: potency means the concentration at half of the fitted maximal effect; on the % scale 0 is the no-effect control and ±100 the full control effect; nearly all actives have a fitted effect of over 65% in size
Target sequence (O75874 whole entry R132H, stated change not applied): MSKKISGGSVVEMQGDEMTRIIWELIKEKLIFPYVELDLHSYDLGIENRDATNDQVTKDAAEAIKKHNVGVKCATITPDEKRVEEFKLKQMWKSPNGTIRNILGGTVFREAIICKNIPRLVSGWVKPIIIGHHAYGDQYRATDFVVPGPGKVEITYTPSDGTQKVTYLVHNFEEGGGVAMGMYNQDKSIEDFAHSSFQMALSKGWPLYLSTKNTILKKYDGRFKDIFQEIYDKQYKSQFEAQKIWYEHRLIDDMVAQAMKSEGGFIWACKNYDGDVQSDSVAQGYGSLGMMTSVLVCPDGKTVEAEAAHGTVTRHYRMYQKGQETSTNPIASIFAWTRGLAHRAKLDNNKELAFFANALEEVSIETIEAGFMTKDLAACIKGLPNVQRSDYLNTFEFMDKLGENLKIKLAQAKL
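IDH1-R132H (0.5 ug/mL dispensed) in pH 7.5 Tris buffer was preincubated 30 min with compound, then given a substrate mix of 0.016 mM NADPH and 2 mM alpha-KG for 80 min at room temperature; remaining NADPH was read by diaphorase/resazurin fluorescence.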
rTrxR1 inhibitor = inhibitors of rat thioredoxin reductase 1; recombinant rTrxR1, NADPH fluorescence consumption, selenite substrate; Potency, µM (doses to about 114 µM), without a hit: at the top dose activity change, negative = inhibition, usual class: inhibitors; 390,000 tested, 1% active; AID 588453; further: potency means the concentration at half of the fitted maximal effect; on the % scale 0 is the no-effect control and ±100 the full control effect; nearly all actives have a fitted effect of over 65% in size
Target sequence (O89049 whole entry, looked up): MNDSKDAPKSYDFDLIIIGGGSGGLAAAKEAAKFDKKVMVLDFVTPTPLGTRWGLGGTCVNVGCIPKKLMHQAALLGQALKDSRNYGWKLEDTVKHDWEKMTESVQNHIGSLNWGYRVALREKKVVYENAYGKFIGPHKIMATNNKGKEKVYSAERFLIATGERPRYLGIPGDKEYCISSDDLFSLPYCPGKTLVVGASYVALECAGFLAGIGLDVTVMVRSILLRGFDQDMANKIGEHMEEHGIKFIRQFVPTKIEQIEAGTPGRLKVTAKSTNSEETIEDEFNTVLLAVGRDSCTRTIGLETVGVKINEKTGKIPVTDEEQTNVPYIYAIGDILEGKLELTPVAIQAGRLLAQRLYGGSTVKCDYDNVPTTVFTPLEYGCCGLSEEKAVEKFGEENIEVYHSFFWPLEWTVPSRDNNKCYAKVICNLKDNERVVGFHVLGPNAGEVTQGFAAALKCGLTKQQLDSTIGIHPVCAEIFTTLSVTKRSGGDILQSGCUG
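Rat TrxR1 (90 nM in the dispensed reagent) was pre-reduced with 400 uM NADPH for 5 min at room temperature, then incubated with compound for 15 min. After 400 uM selenite was added, NADPH fluorescence (Ex 340/Em 450 nm) was followed for 8 min.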
USP1 inh = USP1/UAF1 (human) deubiquitinase inhibition; recombinant USP1/UAF1, Ub-Rhodamine cleavage fluorescence; Potency, µM (series often up to 57.1 µM), without a hit: top-dose activity change, negative = inhibition, usual class: inhibitors; 390,000 tested, 0.23% active; further: potency means the concentration at half of the fitted maximal effect; on the % scale 0 is the no-effect control and ±100 the full control effect; nearly all actives have a fitted effect of over 60% in size; inactives centre near -12
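USP1/UAF1 complex at 1 nM was preincubated with compound for 15 min at room temperature, then Ub-Rho substrate (150nM final) was added. Fluorescence (480/540 nm) was read kinetically, 6 reads every 60 seconds.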
Vif-APOBEC3F blk = inhibitors of Vif-A3F interaction. Potency, µM (doses to about 46.1 µM), for the others: top-dose activity, negative = active. AID 602313. HeLa A3F-eYFP + Vif (tagged APOBEC3F with the HIV-1 protein that degrades it), YFP fluorescence increase. 390,000 tested, 0.2% active; further: potency means the concentration at half of the fitted maximal effect; % of control where 0% means no effect; nearly all actives have a fitted effect of over 65% in size
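HeLa cells stably expressing Vif plus C-terminally eYFP-tagged A3F were seeded, incubated overnight at 37 deg C, dosed with compound, incubated overnight again at 37 deg C. Yellow fluorescence (Ex 488/Em 500-530) reported blocked Vif-mediated A3F-eYFP degradation.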
LDHA inh = blocks human lactate dehydrogenase A; AID 1347041; activity change, % (values are at about 110 or 230 µM); purified LDHA, NADH/diaphorase-resazurin fluorescence; hits give low values; 480,000 tested, 0.15% active; P00338; in the data active means activity change below about -30%; inconclusive means mostly about -25% to -30%;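 further: plate controls were DMSO wells for no effect and wells without enzyme for full effect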
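Human LDH5 at 2 nM final in Tris HCl pH 7.4 with 0.06 mM NADH and 0.2 mM pyruvate, reacted 5 minutes at room temperature. Remaining NADH coupled via diaphorase/resazurin; resorufin fluorescence read at 0 and 20 minutes, normalized to enzyme-free and DMSO wells.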
TrxR1 substrate = is turned over as a substrate by rat TrxR1 | O89049 | purified TrxR1 substrate turnover, NADPH consumption readout | Potency, µM (doses to about 114 µM), without a hit: top-dose activity change, negative = substrate turnover | 390,000 tested, 0.01% active; further: potency means the concentration at half of the fitted maximal effect; on the % scale 0 is the no-effect control and ±100 the full control effect; nearly all actives have a fitted effect of over 50% in size
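Rat TrxR1, dispensed at 90 nM, was prereduced with 400 uM NADPH (final) for 5 min at ~22 deg C, then incubated with compound 15 min before 400 uM selenite. A first-read NADPH fluorescence drop versus no-compound background flagged substrates.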
* marks the source's active call; other numbers are inactive results; ? = inconclusive; . = no result given; [ ] = dose if it differs, or a comment. Unless noted, the call rests on the fitted dose curve; in most records, active means well fitted curve in the direction sought with a large enough effect; inconclusive means small, poorly fitted or top-dose-only effect, or another doubt; inactive means no such curve, though single readings can be large; an effect the other way counts as inactive or inconclusive. A portion of the library (hit frequency here may not be typical).

No.	compound	Glioma ERSR ind	Vif-A3G inh	RGS4 inh	IDH1 R132H inh	rTrxR1 inhibitor	USP1 inh	Vif-APOBEC3F blk	LDHA inh	TrxR1 substrate
1	CNc1ccc2c3c(cccc13)C(=O)N(C)C2=O	-4%	7%	-16%	5%	-7%[57.1 µM]	321%[activator]	-24%	1	-2%[57.1 µM]
2	O=C(Cc1ccc(S(=O)(=O)N2CCOCC2)s1)NCCOc1ccccc1	-3%	1%	2%	-2%	-12%	-3%	6%	-3	-6%
3	CNS(=O)(=O)c1ccc(NC(=O)c2cc(-c3ccncc3)nc3ccc(Cl)cc23)cc1	-4%	0%	-46%	7%	-4%	-18%	7%	-1	-2%
4	Cc1cccc(CSc2nc3cccnc3n2Cc2ccc(C(=O)NCc3cccs3)cc2)c1	0%	3%	-25%	-22%	-34%	-20%	4%	-3	-4%
5	CNC(=O)COc1ccc(S(=O)(=O)Nc2ccc(C)cc2)cc1	-4%	1%	-10%	-4%	12%	-7%	-1%	0	-4%
6	O=C(COC(=O)c1ccccc1C(=O)c1ccc(Cl)c([N+](=O)[O-])c1)NC1CC1	-14%	?	-7%	2%	?	-25%	9%	-2	0%
7	CCOc1ccccc1NC(=O)CN(c1ccc(OC)c(OC)c1)S(=O)(=O)c1ccc(C)cc1	-3%	-1%	.	2%	.	-24%	0%	0	.
8	COc1ccc(CCNC(=O)c2cnn3c2NC(=C2CC2)C=C3C(F)F)cc1OC	-3%	-16%	.	.	9%	.	.	3	-5%
9	COc1ccc2nc(NC(=O)C3CCN(S(=O)(=O)c4cccs4)CC3)sc2c1	7%	2%	-19%	-2%	21%[57.1 µM]	-5%	-9%	-9	4%[57.1 µM]
10	Cc1cc(NC(=O)CCC(=O)N(c2cccc(F)c2)C(C(=O)NC2CCCC2)c2ccc(C)o2)no1 (stereo not given)	-1%	-4%	4%	?	23%[57.1 µM]	-7%	4%	-8	18%[0.0914 µM]
11	CC(C)NC(=O)c1ccccc1NC(=O)CCS(=O)(=O)Cc1ccccc1	-5%	0%	14%	2%	-20%	-2%	-11%	-6	2%
12	CN(C(=O)CCN1C(=O)/C(=C/c2ccc(F)cc2)SC1=S)C1CCS(=O)(=O)C1 (stereo not given)	0%	2%	.	9%	.	-5%	-8%	-1	.
13	CC1(C)Cc2c(cnn2-c2ccccc2)C(NC(=O)CCN2CCCCO2)C1 (stereo not given)	5%	1%	1%	-6%	14%	-23%	-6%	-2	3%
14	CCN(CC)S(=O)(=O)c1ccc(N/N=C/c2cc(OC)ccc2O)nc1	-6%	-6%	6%	1%	-2%	-16%	-6%	-4	-6%
15	COc1cc(CNC2CCCC2)cc(Br)c1OCC(=O)Nc1ccccc1C	-2%	3%	-11%	9%	16%	-13%	-5%	-2	-1%
16	Cc1ccc(S(=O)(=O)NC2c3cccc4cccc(c34)C2Sc2ncccn2)cc1 (stereo not given)	-4%	1%	-9%	1%	15%	-8%	2%	-7	5%
17	Cc1cccc(CNC(=O)c2ccc3c(c2)N(C)C(=O)C2CCCCN32)c1 (stereo not given)	-1%	-13%	12%	-1%	1%[57.1 µM]	2%	-26%	0	-4%[57.1 µM]
18	CCN(C(=O)CN1C(=O)NC2(CCCc3ccccc32)C1=O)c1ccc(F)cc1 (stereo not given)	-6%	2%	10%	17%	21%	-11%	-8%	-3	4%
19	CCOc1ccc(C(=O)/C=C/c2ccc(OC)c(OC)c2)cc1	-3%	-14%	-20%	7%	34%[57.1 µM]	-17%	6%	-2	9%[57.1 µM]
20	CCCCCNC(=O)c1c[nH]c2ccc(S(=O)(=O)N3CCC(C)CC3)cc2c1=O	-3%	8%	-2%	1%	2%[57.1 µM]	-17%	1%	11	-1%[57.1 µM]
21	Cn1nc(C(=O)NNc2c(F)c(F)cc(F)c2F)c2ccccc2c1=O	-2%	0%	0%	7%	10%[57.1 µM]	-14%	-21%	-6	5%[57.1 µM]
22	COc1ccc(N(CC(=O)Nc2ccc(C(C)C)cc2)S(=O)(=O)c2c(C)noc2C)cc1	-7%	0%	1%	1%	6%	-23%	-7%	-1	-6%
23	c1ccc(SCCCCNC2CCCC2)cc1	-5%	1%	?	4%	-9%	-17%	0%	-8	-3%
24	CC1CN(S(=O)(=O)N(C)C)CCN1S(=O)(=O)N(C)C (stereo not given)	0%	-5%	-2%	0%	20%	-8%	3%	2	10%
25	COc1ccccc1CNC(=O)COC(=O)c1ccc(S(=O)(=O)N2CCCC2)cc1	-2%	-4%	-5%	4%	-3%	-17%	-14%	-10	-5%
26	CC1c2[nH]c3ccccc3c2CCN1S(C)(=O)=O (stereo not given)	-2%	-1%	-7%	0%	12%	-19%	-2%	-4	2%
27	CC(=O)Nc1cccc(NC(=O)c2cc(C)on2)c1	4%	0%	-12%	-2%	7%[57.1 µM]	-3%	-1%	-3	-1%[57.1 µM]
28	CC1CCCN(C(=O)c2ccc(NC(=O)CC3SC(N4CCCC4)=NC3=O)cc2)C1 (stereo not given)	-3%	-1%	-20%	8%	-7%	-13%	-5%	-2	-2%
29	Cc1ccc(-c2nnc(NC3CCCC3)s2)cc1	-3%	-4%	7%	10%	5%[57.1 µM]	-3%	-12%	-2	-3%[57.1 µM]
30	CN(C(=O)COC(=O)c1ccccc1Cc1ccccc1)C1CCS(=O)(=O)C1 (stereo not given)	2%	-11%	21%	13%	24%	-23%	-8%	2	3%
31	Cc1ccccc1/C=C/c1nc2ccccc2c(=O)[nH]1	-1%	?	-28%	2%	16%	-33%	3%	-7	49%[activator]
32	CC1(C)CC(CCNC(=O)CCl)(c2ccccc2)CCO1 (stereo not given)	-2%	2%	8%	-6%	11%	-6%	-1%	-3	1%
33	Cc1ccccc1C(=O)OCc1cc(=O)n2nc(-c3cccs3)sc2n1	0%	2%	23%	7%	9%[57.1 µM]	0%	-5%	-7	-3%[57.1 µM]
34	COc1ccc(-n2c(COc3cccc(C)c3)nnc2SCC(=O)O)cc1	-5%	8%	-7%	-9%	9%	-14%	-1%	-6	1%
35	COc1ccc(Cn2ccnc2SCC(=O)Nc2ccc(C)cc2C)cc1	1%	-3%	6%	-2%	29%[57.1 µM]	?	1%	-8	8%[57.1 µM]
36	CCN(CC)c1ccc(/C=N/NC(=O)c2c[nH]c3ccccc23)cc1	5%	1%	2%	3%	3%	-11%	-6%	-1	18%
37	O=C(CN1C(=O)COc2ccccc21)NCCCN1CCc2ccccc2C1	0%	0%	9%	6%	-7%	11%	-10%	1	-3%
38	C=CCn1c(SCC#N)nc2cc(Cl)ccc2c1=O	-4%	-1%	-23%	.	5%	.	.	-7	0%
39	CCC(CC)C(=O)N1CC(=O)Nc2ccc(C)cc2C1c1ccccc1 (stereo not given)	-2%	2%	31%	-4%	-5%	-20%	-1%	-13	-7%
40	O=C(COC(=O)Cc1cn2ccsc2n1)NCc1ccc2c(c1)OCO2	-5%	-4%	-15%	-9%	3%[57.1 µM]	-17%	3%	-4	8%[57.1 µM]
41	CCCN(CC(=O)Nc1ccccc1OC)C(=O)C1=COCCO1	-6%	-1%	?	11%	11%	-18%	-13%	2	8%
42	O=C(NCCc1ccccc1)C1COc2ccccc2C1 (stereo not given)	2%	3%	16%	19%	25%[57.1 µM]	?	-7%	-4	4%[57.1 µM]
43	Cc1ccc(N=C2C(=O)Nc3ccccc32)cc1C	2%	-1%	15%	11%	2%[57.1 µM]	-2%	-5%	8	7%[57.1 µM]
44	O=C(Cn1cc(COc2cc(F)cc(F)c2)nn1)c1ccc(O)cc1	-1%	0%	10%	19%	9%	-27%	5%	-2	-4%
45	O=C(/C=C/c1ccc2c(c1)OCCO2)c1ccccc1	14%	-14%	-39%	-6%	?	-14%	3%	-1	-14%
46	COC(=O)C1=C(C)N(c2ccc(C)c(C)c2)/C(=C/c2cccs2)C1=O	-2%	1%	11%	1%	18%	-2%	-1%	-7	3%
47	COc1ccc(Br)cc1CN(C)CC(=O)Nc1c(Cl)ccc(C)c1Cl	-7%	-2%	11%	-4%	-9%[57.1 µM]	-1%	-9%	1	-5%[57.1 µM]
48	Cc1ccc(C(=O)N/C(=C\c2ccccc2)C(=O)NCc2cccnc2)cc1	-5%	-5%	-11%	1%	9%[57.1 µM]	-1%	9%	-3	5%[57.1 µM]
49	COc1ccc(C2C=C(c3ccccc3)Nc3nc(NC(=O)/C=C/c4ccccc4OC)nn32)cc1 (stereo not given)	3%	0%	25%	-10%	5%	-12%	4%	4	-4%
50	O=C(Nc1ccccc1[N+](=O)[O-])c1cc(S(=O)(=O)N2CCOCC2)cs1	-2%	-26%	-2%	0%	2%	-1%	?	-9	-3%
51	CCN1C[C@@H]2[C@@H]3C(=O)N(Cc4ccccc4)C(=O)[C@@H]3[C@](Cc3ccccc3)(C1=O)N2C(=O)c1ccc(C)cc1	-2%	0%	0%	-1%	18%[57.1 µM]	?	1%	-6	9%[57.1 µM]
